Screening results as filed in PubChem.
Sm TGR inh – blocks Schistosoma mansoni thioredoxin glutathione reductase | Q962Y6 | hit rate 3% among 360,000 | purified TGR, DTNB reduction, TNB absorbance 405 nm | Potency, µM (doses to about 114 µM), without a hit: top-dose activity change, negative = inhibition, actives largely listed as inhibitors; note: potency is the fitted concentration of half-maximal effect; nearly all actives have a fitted effect of over 60% in size
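Kinetic colorimetric format: TGR-catalysed, NADPH-driven DTNB reduction monitored via TNB absorbance. Enzyme dispensed at 20 nM; compound exposure 15 min at room temperature before reaction start.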
AmpC inh detg – AmpC beta-lactamase inhibition with detergent present. P00811. AmpC hydrolysis of nitrocefin, absorbance 480 nm, 0.01% Triton. Potency, µM (top dose mostly 114 µM), for the others: at the top dose activity change, negative = inhibition, usual class: inhibitors. hit rate 0.041% among 370,000. AID 485294;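 note: potency is the fitted concentration of half-maximal effect; 0% = no-compound wells and -100% = no-enzyme wells; nearly all actives have a fitted effect of over 25% in size; some results filed as inactive show a strong effect at the top dose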
Target sequence (P00811 whole entry, looked up): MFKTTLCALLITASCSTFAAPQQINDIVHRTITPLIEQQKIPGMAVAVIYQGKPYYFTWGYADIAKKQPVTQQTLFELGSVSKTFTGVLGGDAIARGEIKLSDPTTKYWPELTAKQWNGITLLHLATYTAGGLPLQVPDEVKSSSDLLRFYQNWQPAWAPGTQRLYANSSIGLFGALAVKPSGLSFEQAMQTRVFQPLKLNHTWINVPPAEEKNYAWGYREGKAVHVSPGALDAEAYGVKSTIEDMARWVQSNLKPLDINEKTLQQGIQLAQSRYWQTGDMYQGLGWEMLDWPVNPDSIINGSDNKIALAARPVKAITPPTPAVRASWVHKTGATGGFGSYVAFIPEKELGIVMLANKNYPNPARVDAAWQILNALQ
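AmpC (5.3 nM in the dispensed reagent) in 20 mM phosphate pH 7.0 with 0.01% (detergent screen) or 0.0001% Triton X-100 was preincubated with compounds for 15 min at room temperature. Nitrocefin was then added from an 800 uM solution, and hydrolysis was followed at 480 nm.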
HCMV inh – human cytomegalovirus inhibition; HFF cells, HCMV-luciferase reporter, 72 h; hits give low values; AID 1259415; activity change, negative = inhibition, % at 57.5 µM; hit rate 4.5% among 410,000; in the data active = activity change below about -60%; inconclusive = no clear call, values can overlap the other calls; inactive = above about -39%
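Steps: HFFs plated, 16 h 37C; compounds added; HCMV-luciferase added to MOI 1 PFU/cell; 72 h 37C; OneGlo reagent, 5 min room temperature; luminescence read, normalized to controls.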
AmpC no deterg – blocks E. coli AmpC beta-lactamase in detergent-free assay. AID 485341. AmpC nitrocefin hydrolysis, absorbance 480 nm, 0.0001% Triton. P00811. Potency, µM (doses to about 57.1 µM), without a hit: top-dose activity change, negative = inhibition, actives largely listed as inhibitors. hit rate 0.52% among 330,000;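 note: potency is the fitted concentration of half-maximal effect; plate controls were no compound for no effect and no enzyme for full effect; nearly all actives have a fitted effect of over 20% in size; some results filed as inactive show a strong effect at the top dose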
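AmpC (5.3 nM in the dispensed reagent) in 20 mM phosphate pH 7.0 with 0.01% (detergent screen) or 0.0001% Triton X-100 was preincubated with compounds for 15 min at room temperature. Nitrocefin was then added from an 800 uM solution, and hydrolysis was followed at 480 nm.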
FBPA Giardia inh – inhibitors of Giardia lamblia fructose-1,6-bisphosphate aldolase; purified Giardia FBPA; Potency, µM (highest dose often 59.6 µM), without a hit: at the highest dose activity, negative = inhibition, actives largely listed as inhibitors; hit rate 0.71% among 290,000; note: potency is the fitted concentration of half-maximal effect; nearly all actives have a fitted effect of over 55% in size
Target sequence (A8B2U2 whole entry, looked up): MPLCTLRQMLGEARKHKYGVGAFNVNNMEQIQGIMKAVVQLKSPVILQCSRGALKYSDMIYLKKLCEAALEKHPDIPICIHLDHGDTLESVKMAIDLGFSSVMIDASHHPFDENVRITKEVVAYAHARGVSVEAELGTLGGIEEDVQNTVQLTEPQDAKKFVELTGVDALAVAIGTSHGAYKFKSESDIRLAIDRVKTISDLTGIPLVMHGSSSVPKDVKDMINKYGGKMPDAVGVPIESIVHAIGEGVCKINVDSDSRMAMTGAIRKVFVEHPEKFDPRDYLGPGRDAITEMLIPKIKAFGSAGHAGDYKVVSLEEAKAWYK
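40 nM FBPA preincubated 10 min at RT with compound (up to 57.5 uM final), then substrate plus GAPDH/TPI/NAD/arsenate coupling and diaphorase/resazurin added. Fluorescence read after 20 min at RT, 525/598 nm.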
HCV inhibitor – HCV inhibition. AID 651820. Potency, µM (series often up to 41.8 µM), for the others: top-dose activity change, negative = inhibition, hits mostly inhibitors. hit rate 3.4% among 340,000. Huh7.5.1 HCVcc-Cre infection, luciferase reporter, 44 h; note: potency is the fitted concentration of half-maximal effect
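HCVcc-Cre virus at an moi near 0.5 was added right after compound to cells cultured 4 h from seeding (1,000 cells/well). Luciferase activity was determined 44 h later, 15 min after substrate addition at RT.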
An asterisk follows results filed as active; u = inconclusive; x = not tested or not shown; & = joins results of further samples; [ ] = remark or other dose. Unless noted, calls come from the whole dose curve; as a rule, active = well fitted curve in the direction sought with a large enough effect; inconclusive = small, poorly fitted or top-dose-only effect, or another doubt; inactive = no such curve, though single readings can be large; an effect the other way counts as inactive or inconclusive. Unless noted, % is set by controls: 0 for no effect and ±100 for the full control effect.

Values run as follows: Sm TGR inh	AmpC inh detg	HCMV inh	AmpC no deterg	FBPA Giardia inh	HCV inhibitor
COc1ccccc1C(CNC(=O)CCNC(=O)c1ccccc1Cl)N1CCCC1 (configuration not stated)
 : -8%	-18%	-29	-22%	x	11%
CCn1cc([N+](=O)[O-])c(C(=O)Nc2nc(-c3ccc(C)cc3)c(C)s2)n1
 : 1%	1%	-6	1%	4%	u
O=C1C(Cl)=C(NCCCN2CCOCC2)C(=O)N1CCc1ccccc1
 : 5%	6%	-13	46%	4%	-19%
CC(C)NC(=O)NC(=O)COc1ncnc2sccc12
 : -9%	1%	12	-12%	5%	11%
O=C(Nc1c2c(nn1-c1ccc(Cl)cc1)CS(=O)(=O)C2)c1cccc(F)c1
 : -6%	2%	-21	x	x	x
O=S(=O)(c1ccc(F)cc1)N1CCN(c2nc(-c3ccc(F)cc3)cs2)CC1
 : 3%	-15%	u	-53%	-7%	-22%
COc1ccccc1C(C)NC(=O)CCNC(=O)c1ccc(Cl)cc1 (configuration not stated)
 : x	x	2	13%	x	-3%
COc1ccccc1CNC(=O)c1ccc(-n2c(C)cc3c2CCCC3)cc1
 : -26%	4%	-29	x	x	x
CCCCCN(C(=O)CCC(=O)OCC(=O)N(CC)C1CCCCC1)c1c(N)n(CCCC)c(=O)[nH]c1=O
 : 0%	0%	5	192%[activator]	x	1%
CCOc1cccc(N(C(=O)CCC(=O)Nc2cc(C)on2)C(C(=O)NC(C)(C)C)c2ccc(OC)cc2)c1 (configuration not stated)
 : -10%	-2%	-17	120%[activator]	x	7%
CCS(=O)(=O)N1CCN(c2ncnc3sc(C)c(C)c23)CC1
 : x	-6%	u	5%	3%	2%
CCOc1ccc(N2C(=O)CC(N3CCc4ccccc43)C2=O)cc1 (configuration not stated)
 : -2%	4%	8	-9%	7%	16%
Cc1nn(Cc2ccccc2)c(Cl)c1C(=O)OC(C)C#N (configuration not stated)
 : 11%	-2%	-11	-16%	6%	8%
O=S(=O)(c1ccccc1)c1nnn2c1nc(NCc1cccs1)c1sccc12
 : -16%	16%	-26	x	x	x
COc1ccc(-n2cc(-c3ccc(Br)cc3)[nH]c2=S)cc1
 : 5%	-10%	4	-34%	4%	-9%
O=C(Cn1c(NCCO)nc2ccccc21)Nc1cccc(S(=O)(=O)N2CCCC2)c1
 : x	x	u	0%	x	u
CCNc1nc(Cl)nc(NC2CCCCC2)n1
 : 8%	u	22	-48%	-1%	24%
O=C(Nc1cccc(-c2nnc(-c3ccco3)o2)c1)c1ccccc1
 : 6%	u	-2	-16%	5%	-27%
O=C(CCN1C(=O)S/C(=C/c2ccc(F)cc2)C1=O)Nc1ccc(O)c(C(=O)O)c1
 : -5%	-1%	-19	-26%	x	13%
Cc1oc2cc(Br)c(O)c(Br)c2c1C(=O)c1ccccc1
 : 16µM*	u	7	-33%	-1%	8%
O=[N+]([O-])CC(=Nc1ccc(Cl)cc1)N/N=C\c1oc(O)c2ccccc12
 : 13µM*	-5%	79	-56%	-12%	u
COc1ccccc1N1C(=O)S/C(=C\c2ccc(C)s2)C1=O
 : 1%	-17%	13	-10%	u	-19%
O=C(COC(=O)c1cc(S(=O)(=O)N2CCOCC2)ccc1Cl)NCCc1ccccc1
 : -4%	-4%	24	52%	x	6%
Cc1cc(C)cc(OCC(=O)Nc2ccc3c(c2)OCCO3)c1
 : -1%	-14%	u	-17%	7%	-17%
Cc1oc(-c2cccc(Cl)c2)nc1CN1CCC(C(=O)NCC2CCCO2)CC1 (configuration not stated)
 : 1%	-3%	4	5%	1%	13%
Cc1cc(NC(=O)CS(=O)(=O)c2c[nH]c3ccccc23)no1
 : -3%	-2%	16	-12%	x	0%
Cc1ccc(NC2=C(Cl)C(=O)OC2OC(=O)c2ccc(C)cc2)cc1 (configuration not stated)
 : -13%	8.9µM*	-31	-47%	-9%	-13%
CCC(=O)Nc1nnc(S(=O)(=O)N(C)Cc2ccc(Cl)cc2)s1
 : 1%	21%	u	x	x	x
CCOn1c(=O)c(-c2cccc([N+](=O)[O-])c2)[n+]([O-])c2ccccc21
 : -4%	u	-21	-13%	2%	0%
CC(C)(C)c1ccc(OCC(=O)NN2Cc3ccccc3C2=N)cc1
 : 4%	-1%	-2	-17%	0%	-18%

2 entries picked at random from the list so far, as already listed:
Values run as follows: Sm TGR inh	AmpC inh detg	HCMV inh	AmpC no deterg	FBPA Giardia inh	HCV inhibitor
Cc1oc2cc(Br)c(O)c(Br)c2c1C(=O)c1ccccc1
 : 16µM*	u	7	-33%	-1%	8%
CCC(=O)Nc1nnc(S(=O)(=O)N(C)Cc2ccc(Cl)cc2)s1
 : 1%	21%	u	x	x	x

New compounds follow.
Values run as follows: Sm TGR inh	AmpC inh detg	HCMV inh	AmpC no deterg	FBPA Giardia inh	HCV inhibitor
O=c1[nH]c(S)nc2sc3c(c12)CCCC3
 : 3%	-6%	x	-54%	-24%	17%
CSc1nnc(NC(=O)c2ccc(S(=O)(=O)N3CCOCC3)cc2)s1
 : -1%	-8%	49	-18%	1%	x
COc1cccc(-c2nnc(SCC(=O)N3CC(C)CC(C)C3)o2)c1 (configuration not stated)
 : 3%	u	-20	19%	0%	-22%
O=C(OCC(=O)N1CCC(c2ccccc2)=N1)c1ccc([N+](=O)[O-])s1
 : u	-7%	-14	18%	x	u
Cc1ccc2c(C)c(C(=O)N3CCN(c4cnccn4)CC3)oc2c1C
 : -28%	8%	0	138%[activator]	1%	-2%
Cc1nc(SC(C)C(=O)c2c(N)n(C)c(=O)n(C)c2=O)c2c(C)c(C)sc2n1 (configuration not stated)
 : 6%	-12%	-19	231%[activator]	x	u
O=C(CNC(=O)c1ccccc1)OCC(=O)N1c2ccccc2Sc2ccccc21
 : -5%	-1%	-34	4%	3%	-3%
COc1ccc(Nc2ccccc2C(=O)O)cc1
 : 0%	5%	17	-15%	16%	16%
CC(=O)Nc1ccc(S(=O)(=O)N2CCN(C(=O)c3ncoc3-c3ccccc3F)CC2)cc1
 : -12%	-12%	-12	2%	2%	u
Cc1cc(=O)oc2c(C)c(OCC(=O)N(C)C)ccc12
 : 4%	u	42	-8%	4%	17%
O=C(Nc1cnn(Cc2ccc(F)cc2)c1)c1cc(-c2cccs2)on1
 : 3%	u	16	-32%	0%	8.9µM*
CCc1nnc(NC(=O)CCC(=O)NCCc2ccc(OC)c(OC)c2)s1
 : 4%	u	26	-8%	4%	0%
Cc1ccsc1C(=O)OCC(=O)NC1CCS(=O)(=O)C1 (configuration not stated)
 : 0%	u	14	-41%	0%	15%
CCOc1nc(-c2ccccc2)ccc1-c1noc(-c2ccc(C)cc2)n1
 : 17%	19%	7	x	x	x
Nc1cc(Cl)cc(C(=O)O)c1Cl
 : -1%	1%	12	0%	x	0%
CC(=O)c1ccccc1NC(=O)COc1ccc(N(C)S(=O)(=O)c2ccc(C)c(C)c2)cc1
 : -1%	-14%	21	-27%	x	u
Cc1cccc(C)c1NC(=O)c1nc(S(C)(=O)=O)ncc1N(Cc1ccc(F)cc1)Cc1ccco1
 : -2%	5%	-13	x	x	x
O=C1c2ccccc2C(=Nc2ccccc2)C1c1cccc(Br)c1 (configuration not stated)
 : -9%	0%	-37	-22%	2%	1%
COc1ccc(C)cc1S(=O)(=O)Nc1cccc(-c2cn3cccnc3n2)c1
 : -22%	-1%	-6	116%[activator]	-5%	-16%
O=C(Nc1ccc2oc(-c3cccnc3)nc2c1)c1ccc(Br)cc1
 : 0%	14%	-31	x	x	x
COc1ccc(-n2cc(-c3ccccc3)c3c(NCc4cccc(Cl)c4)ncnc32)cc1
 : -1%	5%	u	x	x	x
CSc1nnc(CCNS(=O)(=O)c2ccc(Br)cc2)n1C
 : -1%	-9%	5	66%[activator]	-1%	21%
c1ccc(CNCc2ccco2)cc1
 : -8%	0%	-1	-9%	-26%	16%
COc1ccc(CC(=O)OC(C)C(=O)Nc2c(C)n(C)n(-c3ccccc3)c2=O)cc1OC (configuration not stated)
 : x	x	53	-12%	x	u
COc1ccc(C(=O)NC(=S)NNC(=O)[C@H]2C[C@@H]2c2ccccc2)cc1OC
 : -9%	0%	u	-25%	u	u
COc1ccc(/C=C(\NC(=O)c2ccc([N+](=O)[O-])cc2)C(=O)N2CCOCC2)cc1
 : 8%	6%	-6	9%	-1%	7%
CCCCc1nc2sc3c(=O)n(N)cnc3c2c2c1CCCC2
 : -1%	-6%	-5	-10%	0%	12%
O=C(COc1ccc2ccc(=O)oc2c1)OCc1ccccc1
 : x	0%	-20	-26%	-4%	12%
CCCCCC(=O)Nc1ccc(Cl)cn1
 : -5%	u	0	-6%	-1%	14%
Cc1ccc(NC(=O)CCCC(=O)O)c(Br)c1
 : 2%	-4%	41	-8%	-1%	17%
COC(=O)c1ccc(NC(=O)CSc2nc(N)c(NC(=O)c3ccc(Br)o3)c(=O)[nH]2)cc1
 : 5%	-9%	-8	-31%	x	8%
CCn1ncc(/C=N/NS(=O)(=O)c2ccc(Cl)cc2)c1C
 : 10%	-9%	-4	-17%	-28%	-3%
COCCSc1nnc(-c2cccc(C#N)c2)n1C
 : 8%	u	-17	-13%	1%	1%
O=C(CCC(=O)N1CCOCC1)NCCc1ccccc1
 : -9%	3%	47	2%	x	-1%
O=C(COc1ncnc2scc(-c3ccc(Cl)cc3)c12)NCc1ccco1
 : -29%	-9%	4	-4%	-2%	-23%
Cc1cccc(NC(=O)NNC(=O)c2ccc3ccccc3c2)c1
 : 3%	-18%	-24	-42%	0%	5%
CC(SC1CCCC1)C(=O)Nc1ccnn1C(C)C (configuration not stated)
 : 2%	-6%	53	-5%	0%	8%
CC1(C)CC(=O)C2=C(C1)c1c(ccc3ccccc13)NC2c1ccco1 (configuration not stated)
 : 45µM*	-9%	-23	-21%	-8%	u
COc1ccc(CNC(=O)c2ccc3nc(CCc4ccccc4)oc3c2)cc1OC
 : 1%	2%	-22	x	x	x
CCCCCOc1ccc(NC(=O)CSc2cccc3cccnc23)cc1
 : -5%	-3%	9	-20%	3%	1%
O=C(c1ccc(S(=O)(=O)N2CCOCC2)cc1)N(c1ccccc1)C1C=CS(=O)(=O)C1 (configuration not stated)
 : 1%	-2%	16	0%	0%	-14%&-2%
COc1ccc(NC(=O)CSC2=Nc3ccccc3C3=NC(Cc4ccccc4)C(=O)N23)cc1Cl (configuration not stated)
 : 6%	-3%	-26	x	x	x
CC(C)(C)CC(C)(C)NC(=O)/C=C/C(=O)O
 : 5%	4%	17	-15%	3%	7%
O=C(c1cccs1)N(c1cccc(Cl)c1)C1C=CS(=O)(=O)C1 (configuration not stated)
 : 19%	-5%	1	-26%	1%	13%
OCCNc1nc2ccccc2n1-c1ccccc1
 : -3%	u	-15	-2%	7%	-13%

Two of these compounds, reformatted.
Molecule,Sm TGR inh,AmpC inh detg,HCMV inh,AmpC no deterg,FBPA Giardia inh,HCV inhibitor
COC(=O)c1ccc(NC(=O)CSc2nc(N)c(NC(=O)c3ccc(Br)o3)c(=O)[nH]2)cc1,5%,-9%,-8,-31%,x,8%
CCn1ncc(/C=N/NS(=O)(=O)c2ccc(Cl)cc2)c1C,10%,-9%,-4,-17%,-28%,-3%
